Screening data (PubChem BioAssay)
ATXN2 expr inh: Primary qHTS for Inhibitors of ATXN expression | HEK-293 ATXN2-luciferase reporter, luminescence, 24 h | Potency, µM (doses to about 57 µM), for inactives: at the top dose activity change, negative = inhibition, usual class: inhibitors | 0.72% of 360,000 active; further: on the % scale 0 is the no-effect control and ±100 the full control effect; nearly all actives have a fitted effect of over 55% in size
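qHTS (up to 57 uM final) was run with 24 h compound exposure of reporter cells at 37 °C. Each well was multiplexed: SteadyGlo luminescence measured ATXN2-luciferase expression after a fluorogenic Gly-Phe-AFC viability readout (25 uM final).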
A549 tox: Nrf2 qHTS screen for inhibitors: counterscreen for cytotoxicity; 0.16% of 390,000 active; Potency, µM (series often up to 46 µM), for inactives: at the highest dose activity change, negative = cytotoxicity, hits mostly inhibitors; A549 ARE-Fluc cells, CellTiter-Fluor viability, 18-24 h; AID 504648, 2011; further: on the % scale 0 is the no-effect control and ±100 the full control effect
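A549 ARE-Fluc cells in 5% FBS OPTI-MEM, 5000 cells/well, rested 2 h then exposed to compounds in concentration-response for 18-24 h at 37 °C. Viability by CellTiter-Fluor fluorescence (Ex 405/Em 525) after 30 min; luciferase luminescence (BugLite, 15 min, RT) read afterwards.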
HepG2 tox: qHTS for Inhibitors of TGF-b: Cytotox Counterscreen. HepG2 CAGA-GFP viability, ATP luminescence, 18 h. Potency, µM (top dose mostly 46.1 µM), without a hit: at the highest dose activity change, negative = cytotoxicity, most hits filed as cytotoxic. 0.76% of 410,000 active. AID 588856, 2011; further: some results filed as inactive show a strong effect at the top dose
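CellTiter-Glo luminescence gave cytotoxicity after 18 hours at 37 degrees C. The cells were HepG2 CAGA-GFP in 1% FBS DMEM, stimulated with 500 pg/mL TGF-beta after compound addition. %Activity was normalised to no-cell wells (complete cell-killing) and DMSO (no toxicity), and curves were fitted and classified.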
TGFb inhibitor: qHTS for Inhibitors of TGF-b. AID 588855, 2011. HepG2 CAGA-GFP TGF-b/SMAD3 reporter, GFP fluorescence, 18 h; TGF-beta stimulated, 500 pg/mL final. 1.2% of 410,000 active. Potency, µM (highest dose often 46.1 µM), without a hit: at the top dose activity, negative = inhibition, hits mostly inhibitors; further: on the % scale 0 is the no-effect control and ±100 the full control effect; nearly all actives have a fitted effect of over 65% in size
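TGF-beta reporter screen: HEPG2 CAGA-GFP, 1% FBS, 500 pg/mL TGF-beta final, 18 h; per-cell GFP summed per well; curves fitted and categorized by class.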
EPAC2 antag: qHTS for Antagonist of cAMP-regulated guanine nucleotide exchange factor 2 (EPAC2): primary screen | Rap guanine nucleotide exchange factor 4 (Homo sapiens), Q8WZA2 | EPAC2 GEF exchange of Rap1B-BODIPY-GDP, fluorescence | 0.18% of 360,000 active | Potency, µM (series often up to 114 µM), for the others: at the top dose activity, negative = inhibition, most hits filed as inhibitors; further: on the % scale 0 is the no-effect control and ±100 the full control effect; nearly all actives have a fitted effect of over 45% in size; many of its hits are not listed in these tables
Target sequence (Q8WZA2 whole entry, looked up): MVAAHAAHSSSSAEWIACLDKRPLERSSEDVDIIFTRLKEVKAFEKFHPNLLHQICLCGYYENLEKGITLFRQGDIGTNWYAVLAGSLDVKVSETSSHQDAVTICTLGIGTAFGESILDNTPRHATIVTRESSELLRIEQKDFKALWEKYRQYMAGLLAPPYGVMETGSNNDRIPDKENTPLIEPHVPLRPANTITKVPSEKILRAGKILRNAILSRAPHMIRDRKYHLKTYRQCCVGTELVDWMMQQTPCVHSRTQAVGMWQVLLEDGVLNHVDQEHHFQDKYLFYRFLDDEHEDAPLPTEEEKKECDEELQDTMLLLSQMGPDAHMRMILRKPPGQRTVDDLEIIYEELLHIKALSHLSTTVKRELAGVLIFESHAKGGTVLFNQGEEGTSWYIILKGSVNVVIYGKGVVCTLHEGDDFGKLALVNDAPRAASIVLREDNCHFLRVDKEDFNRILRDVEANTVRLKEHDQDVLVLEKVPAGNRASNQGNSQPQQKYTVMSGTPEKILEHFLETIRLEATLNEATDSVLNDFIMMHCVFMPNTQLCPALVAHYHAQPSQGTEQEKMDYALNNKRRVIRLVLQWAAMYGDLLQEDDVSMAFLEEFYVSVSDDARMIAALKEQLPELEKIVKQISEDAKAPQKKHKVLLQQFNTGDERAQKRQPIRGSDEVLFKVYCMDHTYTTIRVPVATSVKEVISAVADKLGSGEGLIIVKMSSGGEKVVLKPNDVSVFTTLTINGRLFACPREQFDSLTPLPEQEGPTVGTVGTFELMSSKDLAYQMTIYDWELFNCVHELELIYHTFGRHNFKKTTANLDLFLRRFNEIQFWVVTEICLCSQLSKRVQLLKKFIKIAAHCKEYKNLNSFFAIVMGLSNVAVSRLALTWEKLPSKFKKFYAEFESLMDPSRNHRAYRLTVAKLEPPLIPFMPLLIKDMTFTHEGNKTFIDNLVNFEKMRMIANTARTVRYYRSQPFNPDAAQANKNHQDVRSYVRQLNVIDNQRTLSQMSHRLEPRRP
Nrf2 inh: Nrf2 qHTS screen for inhibitors | A549 ARE-Fluc reporter, luciferase luminescence, 18-24 h | Potency, µM (series often up to 46 µM), without a hit: top-dose activity change, negative = inhibition, actives largely listed as inhibitors | 2.1% of 360,000 active; further: on the % scale 0 is the no-effect control and ±100 the full control effect; nearly all actives have a fitted effect of over 60% in size
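A549 ARE_Fluc cells, 5000/well, 5% FBS OPTI-MEM; compounds in dose-response, 18-24 h at 37 °C/5% CO2; CellTiter-Fluor viability read (Ex 405/Em 525), then BugLite luciferase luminescence = Nrf2 activity.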
S2 tox: Viability Counterscreen for Primary qHTS for Inhibitors of ATXN expression | 0.49% of 400,000 active | Potency, µM (series often up to 56.7 µM), most hits filed as cytotoxic | S2 cells (HEK-293 line with an ATXN2-luciferase reporter) viability, CellTiter-Fluor protease fluorescence, 24 h | AID 651635, 2014; further: nearly all actives have a fitted effect of over 40% in size
Nrf2 ARE act: qHTS of Nrf2 Activators | AREc32 ARE-luciferase reporter (MCF7-derived line), luminescence, 24 h | 0.31% of 410,000 active | Potency, µM (top dose mostly 46.1 µM), without a hit: at the top dose activation, actives largely listed as activators; further: % of control where 0% means no effect; nearly all actives have a fitted effect of over 65% in size
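For detection, Steady-Glo was added and plates sat 30 min at RT; before that, AREc32_Fluc cells grown overnight in OPTI-MEM/5% FBS had been treated with 23 nL compound for 24 hr at 37 deg C.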
MCF10A rerep: A quantitative high throughput screen for small molecules that induce DNA re-replication in MCF 10a normal breast cells; MCF 10A DNA re-replication, Hoechst nuclear intensity, 48 h; Potency, µM (top dose mostly 46.1 µM), without a hit: top-dose activity, positive = re-replication, usual class: activators; AID 624296, 2012; 2.9% of 350,000 active; further: % of control where 0% means no effect; nearly all actives have a fitted effect of over 50% in size
An asterisk follows results filed as active; i = inactive; u = inconclusive; x = no result given; & = joins results of further samples. The call rests on the fitted dose curve; in most records, active means well fitted curve in the direction sought with a large enough effect; inconclusive means small, poorly fitted or top-dose-only effect, or another doubt; inactive means no such curve, though single readings can be large; an effect the other way counts as inactive or inconclusive. Potency means the concentration at half of the fitted maximal effect. These rows are one share of the data, so the mix of outcomes need not match the whole.

SMILES	ATXN2 expr inh	A549 tox	HepG2 tox	TGFb inhibitor	EPAC2 antag	Nrf2 inh	S2 tox	Nrf2 ARE act	MCF10A rerep
CCOC(=O)N1CCN(C(=O)c2ccc(CS(=O)Cc3ccc(C)cc3)o2)CC1 (configuration not stated)	x	9%	-5%	-8%	0%	10%	i	-0.1%	7%
CCOc1ncccc1C(=O)OCC(=O)NCc1ccc(C(=O)OC)cc1	-20%	2%	-12%	-11%	1%	2%	u	-0.2%	-4%
Cc1ccc2c(c1)N(C(=O)CCC(=O)O)CCO2	8%	0%	2%	-5%	-1%	5%	i	0.0%	u
CCCn1c(NCc2ccccn2)nc2ccccc21	9%	-1%	-16%	-10%	0%	u	i	0.3%	4%
Clc1ccc(-c2csc(NNC3=NCCCCC3)n2)cc1	-27%	-20%	-16%	-30%	-17%	2%	u	12%	-1%
CC(=O)c1c(C)[nH]c(C(=O)OCC(=O)Nc2ccc3[nH]c(=O)[nH]c3c2)c1C	30%	4%	1%	-7%	6%	7%	i	0.2%	1%
O=C(Nc1ccc(Cl)c(Cl)c1)Nc1nnc(CSc2ccccc2)s1	u	u	-5%	u	u	7.3µM*	u	2.1%	u
COc1cccc(CN(CC(=O)NCC2CCCO2)C(=O)CNS(=O)(=O)c2ccccc2)c1 (configuration not stated)	4%	2%	-1%	14%	-8%	6%	i	-0.5%	17%
Cc1cc(C)n2nc(C(=O)OCC(=O)NC3CCCCC3)nc2n1	5%	0%	0%	-17%	10%	u	i	-0.5%	-3%
CCCCN1C(=O)C(=O)N(CC(=O)Nc2ccccc2C(C)=O)C1=O	-6%	3%	-25%	-34%	-6%	7%	i	0.0%	-4%
CN(C)S(=O)(=O)n1cc(/C=C(\NC(=O)c2ccccc2F)C(=O)N2CCCCC2)c2ccccc21	x	x	-7%	-10%	1%	x	i	0.1%	x
COc1cc(NC(=O)c2ccc(S(=O)(=O)N(C)c3ccccc3OC)cc2)cc(OC)c1	-18%	0%	10%	-23%	2%	u	i	3.7%	u
Cc1c(C(=O)N(Cc2ccc(N(C)C)cc2)CC2CCCO2)oc2ccc(Br)cc12 (configuration not stated)	x	-5%	-41%	u	x	u	x	2.8%	x
COc1ccc(CC(=O)Nc2c(C(N)=O)oc3ccccc23)cc1OC	-12%	-2%	-6%	5%	-2%	4%	i	-0.6%	1%
NC(=O)NCC12CC3CC(CC(C3)C1)C2	6%	1%	9%	-12%	3%	8%	i	-1.7%	4%
CC(=O)Nc1ccc(NC(=O)CSc2nc3ccccc3nc2N2CCCCC2)cc1	-5%&14%	2%&-9%	8%&-2%	0%&1%	-3%	-1%&-29%	i	-0.3%&0.5%	16%
CCCS(=O)(=O)c1nc(S(=O)(=O)c2ccc(C)cc2)c(NC)s1	11%	14%	0%	-12%	x	2%	i	0.2%	x
COC(=O)c1c(-c2cccs2)csc1NC(=O)COc1c(C)ccc(C)c1C	x	-2%	-24%	-2%	x	-17%	x	0.9%	x
CC(=O)Nc1ccc(S(=O)(=O)N2CCN(c3nc(NC4CCCC4)c4ccccc4n3)CC2)cc1	u	u	-23%	u	-14%	-29%	x	27%	u
Cc1ccc(-n2c(SCC(=O)N/N=C/c3ccc(C)s3)nnc2-c2ccccc2)cc1	-7%	-4%	0%	-13%	-3%	-13%	i	1.2%	0%
Cc1ccc(NC2=NCC(=O)N2Cc2ccc3c(c2)OCO3)cc1	3%	1%	-28%	u	7%	3%	i	0.6%	8%
COc1ccccc1Nc1nc2nonc2nc1N1CCC(C)CC1	8%	-3%	4%	-5%	10%	8%	i	2.1%	4%
CC(C)N(CCCNC(=O)Cn1ncc2c([nH]c3ccccc32)c1=O)Cc1ccccc1	-4%&1%	6%&-2%	-1%&-5%	-5%&3%	2%	u	u	-0.8%&-0.9%	5%
COc1ccccc1NS(=O)(=O)c1cc(NC(=O)CC(C)(C)C)ccc1N1CCOCC1	-27%	-4%	-17%	-24%	-12%	u	i	0.1%	17%

Eleven compounds out of the list, sorted by molecular weight, highest first:
SMILES	ATXN2 expr inh	A549 tox	HepG2 tox	TGFb inhibitor	EPAC2 antag	Nrf2 inh	S2 tox	Nrf2 ARE act	MCF10A rerep
CC(=O)Nc1ccc(S(=O)(=O)N2CCN(c3nc(NC4CCCC4)c4ccccc4n3)CC2)cc1	u	u	-23%	u	-14%	-29%	x	27%	u
Cc1c(C(=O)N(Cc2ccc(N(C)C)cc2)CC2CCCO2)oc2ccc(Br)cc12 (configuration not stated)	x	-5%	-41%	u	x	u	x	2.8%	x
COc1cc(NC(=O)c2ccc(S(=O)(=O)N(C)c3ccccc3OC)cc2)cc(OC)c1	-18%	0%	10%	-23%	2%	u	i	3.7%	u
Cc1ccc(-n2c(SCC(=O)N/N=C/c3ccc(C)s3)nnc2-c2ccccc2)cc1	-7%	-4%	0%	-13%	-3%	-13%	i	1.2%	0%
CC(C)N(CCCNC(=O)Cn1ncc2c([nH]c3ccccc32)c1=O)Cc1ccccc1	-4%&1%	6%&-2%	-1%&-5%	-5%&3%	2%	u	u	-0.8%&-0.9%	5%
COC(=O)c1c(-c2cccs2)csc1NC(=O)COc1c(C)ccc(C)c1C	x	-2%	-24%	-2%	x	-17%	x	0.9%	x
CCCS(=O)(=O)c1nc(S(=O)(=O)c2ccc(C)cc2)c(NC)s1	11%	14%	0%	-12%	x	2%	i	0.2%	x
COc1ccc(CC(=O)Nc2c(C(N)=O)oc3ccccc23)cc1OC	-12%	-2%	-6%	5%	-2%	4%	i	-0.6%	1%
COc1ccccc1Nc1nc2nonc2nc1N1CCC(C)CC1	8%	-3%	4%	-5%	10%	8%	i	2.1%	4%
Cc1ccc(NC2=NCC(=O)N2Cc2ccc3c(c2)OCO3)cc1	3%	1%	-28%	u	7%	3%	i	0.6%	8%
NC(=O)NCC12CC3CC(CC(C3)C1)C2	6%	1%	9%	-12%	3%	8%	i	-1.7%	4%
